MCL1-BIM inh: inhibitors of MCL1 binding to BIM-BH3, primary screen, biochemical, fluorescence polarization; hit rate 0.68% among 320,000; Induced myeloid leukemia cell differentiation protein Mcl-1 (Homo sapiens), Q07820; AID 2057, 2009; GST-MCL1 / FITC-Bim-BH3 fluorescence polarization; inhibition, % at 10.9 µM;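 active = inhibition above the mean inhibition of all tested compounds plus 3 SD, set per campaign, cut at about 40% in these data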;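 note: 0% = DMSO wells and 100% = unlabeled Bim-BH3 peptide control; higher means more loss of mP so more displacement of Bim peptide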
PAFAH1B2 inh: PAFAH1B2 enzyme inhibitors, primary screen, biochemical, fluorescence polarization, human. inhibition, % at 3.39 µM. Platelet-activating factor acetylhydrolase IB subunit alpha2 (Homo sapiens), P68402. recombinant PAFAH1B2, FP-rhodamine activity probe. hit rate 1.2% among 340,000;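 active = inhibition above the mean of all tested compounds plus 3 SD, cut at about 24% in these data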;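 note: 0% = enzyme with DMSO and 100% = wells lacking PAFAH1B2; many of its hits are not listed in these tables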
AHR act: AHR activators, primary screen, cell-based, luminescence, luciferase reporter, human. AHR-responsive luciferase reporter cells. activation, % at 5 µM. hit rate 2.5% among 320,000. AID 2796, 2010; in the data active = activation above about 47%;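 note: 0% = vehicle wells and 100% = reference agonist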
Bcl-xL primary: inhibitors of human Bcl-xL, primary screen, biochemical, fluorescence polarization, HTS | Bcl-2-like protein 1 (Homo sapiens), Q07817 | GST-Bcl-xL / FITC-Bim BH3 peptide fluorescence polarization | inhibition, % at 10.9 µM | hit rate 0.7% among 320,000 | AID 2129, 2009;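 active = inhibition above the mean of all tested compounds plus 3 SD, cutoff set per campaign, cut at about 30% in these data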;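 note: 0% = DMSO wells and 100% = unlabeled Bim-BH3 peptide competitor; inhibitors lower millipolarization by displacing the labeled peptide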
MEX-5 binding: MEX-5 zinc finger RNA-binding disruptors – biochemical, C. elegans, fluorescence polarization, MLPCN library, primary screen. Zinc finger protein mex-5 (Caenorhabditis elegans), Q9XUB2. MEX-5/FITC-TCR2 RNA binding; active compounds read low. activity score (negative = inhibition of binding), % at 10 µM. hit rate 0.38% among 300,000. AID 1832, 2009;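 active = inhibition past about -25% in most replicates, and total fluorescence under double the plate's negative control median, limit read from the data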;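 note: 0% = DMSO and -100% = 5 µM competing unlabeled TCR2 RNA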
Target sequence (Q9XUB2 whole entry, looked up): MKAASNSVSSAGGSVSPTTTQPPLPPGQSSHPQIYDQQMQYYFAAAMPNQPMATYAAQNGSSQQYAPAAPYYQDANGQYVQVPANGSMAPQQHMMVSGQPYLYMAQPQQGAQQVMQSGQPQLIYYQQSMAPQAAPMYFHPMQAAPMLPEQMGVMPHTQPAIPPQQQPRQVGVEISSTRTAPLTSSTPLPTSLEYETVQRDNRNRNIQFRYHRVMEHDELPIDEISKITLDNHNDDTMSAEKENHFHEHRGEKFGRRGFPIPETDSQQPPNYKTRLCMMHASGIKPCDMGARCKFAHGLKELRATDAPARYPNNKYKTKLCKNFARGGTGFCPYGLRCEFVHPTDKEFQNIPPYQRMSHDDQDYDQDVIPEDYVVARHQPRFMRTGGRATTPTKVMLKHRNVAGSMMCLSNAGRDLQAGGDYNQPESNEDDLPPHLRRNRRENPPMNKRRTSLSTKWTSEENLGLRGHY
Fam108B counter: mouse Fam108B serine hydrolase inhibitors, primary screen, counter-screen for RBBP9 inhibitor project, biochemical, fluorescence polarization | recombinant Fam108B, FP-Rh probe fluorescence polarization | inhibition, % at 9.51 µM | hit rate 0.33% among 300,000 | AID 1947, 2009;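 active = inhibition above the screen mean inhibition plus 3 SD, computed separately per campaign, cut at about 18% in these data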;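 note: inhibitors lower polarization as less probe binds the enzyme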
GLD-1 TGE inh: GLD-1/TGE RNA complex disruptors, primary screen, biochemical, fluorescence polarization | Female germline-specific tumor suppressor gld-1 (Caenorhabditis elegans), Q17339 | purified GLD-1 + fluorescein TGE RNA | inhibition, % at 5.96 µM | hit rate 0.44% among 320,000 | AID 2280, 2010;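 active = percent inhibition above a per-plate cutoff, the plate mean of test compounds plus 3 SD, cut at about 30% in these data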;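 note: 0% = DMSO wells with GLD-1 and probe and 100% = wells lacking GLD-1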
Target sequence (Q17339 whole entry, looked up): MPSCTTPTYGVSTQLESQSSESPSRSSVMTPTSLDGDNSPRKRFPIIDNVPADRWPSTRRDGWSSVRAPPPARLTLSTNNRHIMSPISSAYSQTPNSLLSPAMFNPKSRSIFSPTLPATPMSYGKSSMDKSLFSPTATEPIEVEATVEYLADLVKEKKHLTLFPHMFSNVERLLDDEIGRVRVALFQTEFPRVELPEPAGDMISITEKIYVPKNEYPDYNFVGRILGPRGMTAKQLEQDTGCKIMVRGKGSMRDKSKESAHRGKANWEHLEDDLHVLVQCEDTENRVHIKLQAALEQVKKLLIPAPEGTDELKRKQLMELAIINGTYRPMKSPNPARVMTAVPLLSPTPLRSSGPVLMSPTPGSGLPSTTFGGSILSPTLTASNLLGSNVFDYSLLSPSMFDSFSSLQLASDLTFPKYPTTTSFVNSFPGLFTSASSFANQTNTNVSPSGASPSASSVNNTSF
pPAFAH inh: pPAFAH enzyme inhibitors, primary screen, biochemical, fluorescence polarization, human | hit rate 1.5% among 330,000 | AID 463082, 2010 | recombinant pPAFAH, FP-rhodamine probe fluorescence polarization | inhibition, % at 3.39 µM;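 active = inhibition above the mean inhibition across the screen plus 3 SD, cut at about 25% in these data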;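 note: inhibitors block binding of the rhodamine activity-based probe so polarization drops; 0% = enzyme with DMSO and 100% = wells lacking pPAFAH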
PME-1 inh: PME-1 inhibitors via competitive probe labeling, primary screen, biochemical, fluorescence polarization, FP-Rh probe, HTS; Protein phosphatase methylesterase 1 (Homo sapiens), Q9Y570; recombinant PME-1; inhibition, % at 5.9 µM; hit rate 0.53% among 320,000; AID 2130, 2009;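 active = inhibition above the campaign mean of all compounds plus 3 SD, cut at about 26% in these data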;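 note: competitive labeling of PME-1 active site by serine hydrolase directed probe; 0% = PME-1 with DMSO and 100% = wells lacking PME-1 enzyme; inhibitors block probe labeling so polarization falls and inhibition rises; many of its hits are not listed in these tables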
* hit, by the source's call; nt = not tested or not shown.

SMILES	MCL1-BIM inh	PAFAH1B2 inh	AHR act	Bcl-xL primary	MEX-5 binding	Fam108B counter	GLD-1 TGE inh	pPAFAH inh	PME-1 inh
O=C(CN1C(=O)CSC1=O)Nc1ccc(N2CCOCC2)cc1	4.9	8.8	13.0	3.5	-2.5	0.0	0.3	-1.1	-4.1
COc1cc(/C=N/N(C)C2=NS(=O)(=O)c3ccccc32)cc(OC)c1OC	9.4	3.0	13.2	14.3	-3.0	-0.1	-0.4	-1.4	4.4
O=S(=O)(c1cccs1)N1CCN(c2ccccn2)CC1	-1.9	5.7	0.7	-6.5	0.4	-4.2	6.8	-9.2	0.2
Cc1ccc(S(=O)(=O)N/N=C/c2ccc(O)c(O)c2)cc1[N+](=O)[O-]	19.9	4.2	-0.3	11.5	-22.4	-4.4	-1.2	3.9	-5.1
O=C(Cn1cc(C(F)(F)F)ccc1=O)NC1CCCC1	9.5	1.9	-0.6	5.5	nt	nt	6.2	-0.9	-2.0
Cc1nc(CS(=O)(=O)c2ccccn2)sc1C(=O)NNC(=O)c1ccc(Cl)cc1	-4.2	-4.5	-1.7	2.3	-2.0	1.7	1.5	5.4	2.5
Cc1cc(NC(=O)Cc2ccccc2)no1	-4.3	3.0	7.8	0.5	-0.3	0.8	0.3	1.4	1.0
O=C(c1ccc(F)cc1)N(NC(=O)C(O)(c1ccccc1)c1ccccc1)c1ccccc1	3.9	4.3	0.0	0.1	0.7	0.8	2.5	3.3	-5.1
CCOC(=O)c1c(C)[nH]c(C(=O)COC(=O)C23CC4CC(CC(Cl)(C4)C2)C3)c1C	2.8	10.8	5.4	4.4	3.0	-15.1	3.5	0.1	-17.0
CCC(C)c1ccc(OCC(=O)Nc2ccc3[nH]c(=O)[nH]c3c2)cc1 (stereo not given)	-0.2	1.0	2.2	7.3	1.2	-2.1	-1.9	4.0	-59.3
NC(=O)NCc1cccnc1	-0.2	2.4	-1.1	8.7	0.4	-3.0	-4.5	4.8	-1.1
CCOC(=O)CS(=O)(=O)c1nc(-c2ccc(F)cc2)cc(C(F)(F)F)n1	11.4	-2.4	-0.8	13.8	4.4	-4.0	0.4	15.9	-13.8
Cc1ccccc1OCCSc1nnc(-c2cccnc2)n1N	-12.7	-1.6	53.8*	-2.8	3.4	-0.7	-6.6	2.1	5.5
CC(CN1CCCCC1)NC(=O)c1cccs1 (stereo not given)	1.1	-0.7	-1.1	4.9	-2.3	-1.6	1.0	2.0	0.7
CCS(=O)(=O)N1CCC2(CC1)OCCN2S(=O)(=O)c1ccc(C)cc1	-2.6	1.1	0.2	2.9	-4.1	3.0	0.6	1.0	-1.8
Cc1ccc(S(=O)(=O)NC(C)(C)CSc2nnc(N)s2)cc1	2.6	6.6	-1.1	3.3	-0.2	-0.7	7.6	-0.4	2.4
Nc1nc(-c2ccccc2)c(-c2ccccc2)s1	9.0	10.6	4.0	4.0	0.1	0.6	1.1	5.6	2.8
CC(=O)c1ccc(NC(=O)CO/N=C(\C)c2cccs2)cc1	-0.2	0.6	-3.2	3.7	-2.5	4.7	-2.9	1.3	-4.0
CCCN(CC(=O)Nc1ccc(Cl)cc1Cl)C(=O)c1ccc(=O)[nH]c1	6.5	-4.0	0.8	-0.6	-1.0	2.9	8.9	5.8	9.3
CN=C1S/C(=C\c2ccc(OCC(=O)OC)c(OC)c2)C(=O)N1C	2.4	-0.1	0.2	0.2	-0.8	0.2	10.2	-0.5	-2.3
Cc1c(C(=O)N2CCN(S(=O)(=O)c3ccc(F)cc3)CC2)oc2ccccc12	-22.5	10.0	6.0	-5.2	2.5	-0.5	3.4	8.9	4.1
O=C(COc1cccc2c1CCNC2=O)Nc1cccc(C(F)(F)F)c1	5.2	-0.5	6.6	10.7	1.9	-2.9	8.5	4.8	6.0
O=C(Nc1cccc(F)c1)c1ccc(S(=O)(=O)N2CCCC2)cc1	10.1	2.6	6.2	10.8	0.4	-0.2	12.5	2.4	0.2
COc1cc(/C=N/NC(=S)Nc2cccnc2)cc(OC)c1O	16.6	1.4	25.0	10.1	-4.7	2.1	-5.9	7.7	1.0
Cn1c(-c2cccc(Br)c2)cnc1NCc1cccnc1	7.0	7.6	14.1	4.3	-0.8	2.6	-8.8	-2.0	9.5
O=C(NNS(=O)(=O)c1ccccc1)c1cccs1	9.4	0.7	2.8	1.8	-2.5	2.5	3.2	1.1	-8.1
CC(C)Oc1cccc(-c2nnc(SCC(=O)Nc3ccc4c(c3)OCCO4)n2N)c1	9.8	2.8	5.8	3.0	-0.1	0.0	5.5	9.2	-3.5
O=C(Nc1ccc2c(c1)OCO2)N1CCC(CO)(CC2CCCCO2)CC1 (stereo not given)	6.2	3.7	39.3	2.1	1.0	1.0	1.5	-0.5	-7.1
CCCc1cc(C(=O)NCCc2ccccc2)no1	1.8	1.6	5.4	1.3	-1.9	-0.7	-4.0	-6.1	-4.4
C/C(=N\O)c1ccc(Cl)cc1Cl	-1.2	0.3	-1.9	4.8	0.2	1.4	-1.1	6.6	0.9
Oc1ccc(/C=N/NC(=S)NCCN2CCOCC2)c(O)c1	3.6	0.3	-0.9	2.1	-1.1	0.5	5.5	0.1	2.6
CCNC(=O)/C(=C/c1ccc2c(c1)OCO2)NC(=O)c1ccc(Br)cc1	0.7	5.3	0.2	6.0	-0.8	1.1	-2.4	3.9	2.0
O=[N+]([O-])c1ccccc1Oc1ccccc1Cl	0.0	2.7	-0.5	4.4	-0.5	-1.7	10.2	5.4	-4.5
COc1ccc(NC(=O)Cn2cccc2)cc1Cl	4.2	-2.6	0.9	1.4	1.8	6.9	6.8	2.2	-8.9
COc1ccc(S(=O)(=O)n2cccc2)c(OC)c1	1.0	2.2	-2.2	-2.1	0.2	0.4	6.5	2.6	0.9
Cc1nn(CC2CC2)c(=O)n1-c1ccc(Cl)cc1	-0.9	-0.8	0.5	2.6	-2.3	-1.2	4.2	0.3	-1.2
Nc1ccc(Oc2ccc3nc(-c4ccccc4)c(-c4ccccc4)nc3c2)cc1	-0.5	9.8	4.4	3.8	1.8	7.9	-3.4	-1.7	3.6
COc1ccc(N2CCN(C(=O)c3ccc(C)cc3Cl)CC2)cc1	7.8	5.4	0.1	3.3	-1.0	0.9	4.1	0.5	8.3
OCC1(Cc2cccc(Cl)c2)CCCN(Cc2ccc(F)c(F)c2)C1 (stereo not given)	0.8	-1.4	7.1	2.7	1.5	0.9	8.6	-0.4	-7.3
Cc1cc(/C([O-])=C(/C(=S)Nc2ccccc2)[n+]2ccccc2)c(C)n1-c1ccccc1	1.5	8.3	28.3	3.0	-3.4	-1.9	5.7	13.4	-5.0
O=C(C[C@H]1C/C=C\C[C@@H](Cc2ccc(F)cc2)C(=O)OC[C@H]2CCCN2C1=O)N[C@@H](CO)Cc1ccccc1	nt	35.1*	-0.8	nt	nt	nt	-1.0	6.6	nt
COc1ccc2c(COC(=O)CNS(=O)(=O)c3ccc(C)c(C)c3)cc(=O)oc2c1	-4.8	-1.5	0.9	-1.4	nt	nt	3.6	11.7	1.0
Cc1ccc(C)c(N2CCN(C(=O)C3CCN(c4nnc(N5CCCC5=O)s4)CC3)CC2)c1	9.9	1.6	0.4	4.1	0.3	5.6	-5.3	0.7	5.2
CCn1ccnc1CN1CCc2c([nH]c3ccccc23)C1C1CCCCC1 (stereo not given)	22.6	3.2	14.5	21.6	2.7	-2.8	16.5	-1.1	1.5
COC(=O)C(C(=O)N1CCN(C)CC1)C1CCCCCC1 (stereo not given)	-1.2	-0.4	4.1	1.9	nt	2.3	0.1	1.8	-1.1
O=[N+]([O-])c1ccc(CSC2=NCCS2)cc1	-2.2	-0.1	1.9	-2.9	2.6	3.1	3.6	7.2	3.0
Nc1nc2c(nc(N3CCCCC3)n2[C@@H]2O[C@H](CO)[C@@H](O)[C@H]2O)c(=O)[nH]1	2.2	8.4	-1.2	-3.8	-3.4	-3.1	-1.6	2.0	-1.6
COC(=O)/C=C1/SC(=NC(=O)c2ccc(Cl)cc2)NC1=O	7.6	18.9	3.5	8.0	-1.5	-7.3	2.3	1.9	6.8
CCOc1nc(NC(=O)NS(=O)(=O)Oc2ccccc2Cl)nc(-c2ccccc2)n1	-0.6	1.8	3.4	3.8	-0.1	2.9	6.3	1.9	-4.4
COc1ccccc1N1C(=O)CC(N2CCN(c3ccc(F)cc3)CC2)C1=O (stereo not given)	0.0	7.0	2.0	1.0	3.7	-3.0	0.0	-1.5	1.4
COc1ccccc1CNC(=O)COC(=O)c1cc(C)oc1C	-3.1	1.2	3.0	-0.2	-0.2	-1.8	1.9	2.1	-4.6
Cc1cc(=O)n(Cc2ccccc2)c2ccccc12	-1.3	5.9	2.5	3.6	-0.1	6.5	-5.5	9.0	-0.5
CN(CCOc1ccccc1)CC(=O)Nc1cccc(C#N)c1	-5.7	5.2	-0.2	0.6	0.7	1.4	3.4	3.9	-1.7
O=C(NCC1CCCO1)c1nn2c(C(F)(F)F)cc(-c3cccs3)nc2c1Cl (stereo not given)	-2.0	1.3	5.9	1.7	-6.4	1.6	0.9	-0.9	-0.7
Cc1ccc2nc(N3C(=O)C(O)=C(C(=O)c4ccc(C)o4)C3c3ccco3)sc2c1 (stereo not given)	7.2	3.0	18.4	4.0	nt	nt	-4.3	18.0	-2.1
CCOc1ccc2[nH]cc(C(=O)O)c(=O)c2c1	-0.9	0.3	-1.6	3.4	0.9	2.9	7.4	5.6	0.4
CC(NC(=O)CNC(=O)c1sc2ccccc2c1Cl)c1ccc(S(N)(=O)=O)cc1 (stereo not given)	-1.8	-3.9	-5.5	0.4	-0.7	-1.7	11.5	21.5	-4.3
O=C(CN1CCC(O)(c2ccccc2)CC1)Nc1ccc2c(c1)OCCO2	-4.5	6.6	0.9	5.2	-3.2	-2.1	1.2	3.4	-3.2
CCCCc1cc(=O)oc2cc(OCC(=O)NCC3CCC(C(=O)O)CC3)ccc12 (stereo not given)	1.1	4.9	0.0	4.3	-1.2	-2.7	1.6	6.3	-1.6
O=[N+]([O-])c1ccc(NC(=S)N2CCN(c3ccc(F)cc3)CC2)cc1	8.1	-1.0	-1.3	5.2	3.1	6.5	-0.6	5.9	-2.8
CCCNC(=O)c1cc2cc([N+](=O)[O-])ccc2s1	-1.6	6.3	-5.0	0.8	-0.6	1.4	8.1	0.5	-1.6
COc1ccc(C(=O)NCc2nnc(SCC(=O)Nc3nnc(C)s3)o2)cc1OC	7.5	5.0	1.3	9.6	-0.3	0.0	4.7	-0.1	1.5

Assay outcomes deposited in PubChem BioAssay by several laboratories.

A portion of the library. The share of hits here may be higher or lower than overall.
